Screens from PubChem.
E-sel inducer – induces E-selectin expression in human endothelial cells; HUVEC E-selectin immunofluorescence imaging; normalized: neutral wells 0, TNF-alpha wells 100; actives 0.37% (n = 260,000); activation, % at 7.58 µM;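 active = mean E-selectin-positive cell signal at least 10% of the positive control, reached in at least 60% of replicates, without over 20% cell loss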;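 also: in these data hits start at about 27%; measured in HUVEC primary endothelial cells; signal is the percent of cells scored E-selectin positive by PE staining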
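Test system: HUVEC | Signal: Immunofluorescence imaging | Read-out: Percent E-selectin-positive cells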
S100A4 MyoIIA – blocks human S100A4 binding to myosin IIA peptide; AID 652163; S100A4/TAMRA-MyoIIA peptide fluorescence polarization; inhibition, % at 10.7 µM; P26447; actives 0.14% (n = 360,000);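 active = mean inhibition of at least 70% across replicates, with every replicate also reaching that level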
Target sequence (P26447 whole entry, looked up): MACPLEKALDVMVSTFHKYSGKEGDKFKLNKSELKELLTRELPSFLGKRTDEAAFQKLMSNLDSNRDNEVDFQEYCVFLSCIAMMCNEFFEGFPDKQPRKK
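Test system: S100A4 monomer protein; Medium: HEPES pH 7.2 with CaCl2, KCl, NaCl, DTT, Triton; Probe or stimulus: TAMRA-labelled myosin IIA heavy-chain peptide probe, 5 nM; Doses: one dose per compound; Times: polarization read 5 min after assay mix addition, stable 5–60 min; Benchmarks: neutral control DMSO, positive control TFP.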
RAD52 inh – RAD52 (human) annealing inhibition; P43351; recombinant RAD52 DNA annealing, FRET fluorescence; inhibition, % at 18.7 µM; actives 0.46% (n = 360,000); AID 651710;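 active = every replicate showing at least 50% inhibition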
FN deposition inh – fibronectin deposition inhibition; AH1F fibroblasts, Alexa488-fibronectin deposition fluorescence, overnight; inhibition, % at 12.6 µM; actives 0.086% (n = 350,000);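 active = mean inhibition across replicates of 30% or more, regardless of how many single replicates reach that level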;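 also: positive control wells lacked labelled fibronectin entirely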
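Material: AH1F fibroblast monolayer depositing Alexa488-labelled fibronectin into matrix / Amount: 10000 AH1F cells per well / Signal: fluorescence 485/525 nm / Medium: DMEM, 2% serum / Compound: single dose, pinned / Incubation: 1 h cell adhesion before compound, then overnight fibronectin incubation / Reagent: Alexa488-FN, 24 nM final / Read-out: inhibition of fibronectin deposition signal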
RAD54 branch – blocks human RAD54 Holliday junction branch migration. actives 0.14% (n = 360,000). inhibition, % at 10.4 µM. FAM/BHQ fluorescence. Q92698;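 active = mean normalized replicate activity at least 40 and at least half of replicates scoring 40 or more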;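 also: 0% = median of neutral control wells and 100% = median of positive control wells; inhibitors cause a drop in the FAM fluorescence signal; in these data hits start at about 50%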
Target sequence (Q92698 whole entry, looked up): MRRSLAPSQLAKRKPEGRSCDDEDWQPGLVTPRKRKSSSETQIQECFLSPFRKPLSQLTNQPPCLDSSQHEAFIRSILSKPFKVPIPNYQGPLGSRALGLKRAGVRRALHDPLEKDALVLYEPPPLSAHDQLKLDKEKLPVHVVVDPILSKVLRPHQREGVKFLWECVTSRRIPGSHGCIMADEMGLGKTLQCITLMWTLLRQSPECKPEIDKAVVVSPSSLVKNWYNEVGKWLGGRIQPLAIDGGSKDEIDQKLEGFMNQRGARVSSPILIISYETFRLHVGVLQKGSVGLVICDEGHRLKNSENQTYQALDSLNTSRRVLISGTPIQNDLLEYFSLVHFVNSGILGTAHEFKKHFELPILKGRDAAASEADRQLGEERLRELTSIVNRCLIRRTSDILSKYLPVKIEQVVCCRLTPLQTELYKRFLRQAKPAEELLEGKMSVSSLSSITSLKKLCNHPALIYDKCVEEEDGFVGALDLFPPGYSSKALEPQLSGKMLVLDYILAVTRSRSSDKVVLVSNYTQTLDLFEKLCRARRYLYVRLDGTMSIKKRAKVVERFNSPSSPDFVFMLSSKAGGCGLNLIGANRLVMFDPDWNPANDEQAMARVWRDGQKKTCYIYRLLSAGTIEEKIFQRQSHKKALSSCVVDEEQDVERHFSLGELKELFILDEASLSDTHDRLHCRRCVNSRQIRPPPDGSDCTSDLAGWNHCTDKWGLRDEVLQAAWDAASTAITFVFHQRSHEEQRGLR
esBAF inh – blocks esBAF chromatin remodeling in mouse ES cells. actives 2% (n = 350,000). Bmi1-luciferase knock-in reporter, 24 h; 100% = twice the neutral-well signal. reporter increase, % at 12.5 µM. AID 602393; in the data active = activation above about 40%;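 also: 0% = median of the plate's neutral control wells and 100% = double that signal; a rise in the Bmi1 reporter signal indicates esBAF inhibition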
EWS-Fli inh – blocks EWS/Fli oncoprotein-driven transcription; A673 NR0B1-luciferase reporter, viability-normalised; inhibition, % at 12.6 µM; actives 0.67% (n = 350,000);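 active = mean inhibition of at least 50% after viability correction, with every replicate also passing that limit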;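 also: firefly luciferase signal divided by Alamar Blue viability fluorescence both relative to DMSO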
XiGFP reactiv – X-chromosome reactivation activator; XiGFP mouse fibroblasts, % GFP-positive cells imaging, 3 d; cells co-treated with 5-aza-dC sensitizer; scaled so ellipticine positive control = 100%; activation, % at 7.58 µM; AID 743238; actives 0.055% (n = 360,000);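 active = mean normalized replicate activation at least 10% and every replicate at or above 10%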;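 also: 0% = median of on-plate neutral control wells and 100% = ellipticine 6 µM median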
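Assay system – SV40-immortalized XiGFP fibroblast cells, line 68-5-11 · Buffer or medium – DMEM supplemented with 5-aza-dC as sensitizing agent · Dosing – one concentration, pinned · Benchmarks – positive control ellipticine, 6 µM final · Times – 3 days compound exposure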
Active calls of the source: *; . = not tested or not shown; & = joins results of further samples.

SMILES,RAD52 inh,RAD54 branch,FN deposition inh,EWS-Fli inh,E-sel inducer,esBAF inh,S100A4 MyoIIA,XiGFP reactiv
CCOC(=O)c1[nH]c(C)c(C(=O)OCc2ccc(C)cc2)c1C,-11,0,2,-10,.,-6,0,0.1
N#C/C(=C\c1ccc(-c2cccc([N+](=O)[O-])c2)o1)C(=O)N1CCOCC1,-23,.,19,-10,-0.1,.,12,0.0
Nc1nnc(SCC(=O)Nc2nnc(-c3ccccc3)o2)s1,-19,-5,1,-8,3.8,0,0,-0.1
CCOc1ccccc1NC(=S)Nc1ccc(S(N)(=O)=O)cc1,-24,.,-4,4,.,.,0,0.0
O=C(CN(C(=O)c1csnn1)c1cccc(C(F)(F)F)c1)NC1CCCC1,-10,-10,0,-7,.,-2,-12,0.0
COc1ccccc1-c1ccc([C@H]2[C@@H](C#N)N(C(=O)C3CCOCC3)[C@H]2CO)cc1,-17,12,3,-11,-0.2,15,-7,0.2
Cc1ccc(-c2ccc(CN3C(C)C(=O)N(Cc4cn(CCC5OCCO5)nn4)CCS3(=O)=O)cc2)cc1 (configuration not stated),-3,-3,-9,-6,1.3,9,-1,0.1
C[C@H]1CN([C@@H](C)CO)C(=O)CCCn2nncc2CO[C@H]1CN(C)S(=O)(=O)c1ccc(Cl)cc1,-13&-7&7,-3&4&5,6&2,-3&-6&-2,-0.1&0.4,-2&-10&1,-2&-37&0,0.0&0.2
CC(C)NC(=O)N(C)C[C@H]1Oc2cc(C#CCN(C)C)ccc2S(=O)(=O)N([C@@H](C)CO)C[C@@H]1C,0,-3,2,-4,0.0,-4,-9,-0.4
CC(=O)Oc1ccc(CC(C(=O)O)N2C(=O)c3ccccc3C2=O)cc1 (configuration not stated),-4,-25,5,0,-0.3,11,-1,0.0
COc1ccc2c(CC(=O)NCc3cccs3)coc2c1,-24,8,-1,-18,-0.5,20,5,0.1
COC(=O)c1ccc(CSc2nncn2N)cc1,-12,2,0,-2,.,8,-7,0.0
O=C(COC(=O)/C=C/c1ccccc1)NC(=O)NC1CCCCC1,-16,8,-9,6,0.2,1,0,0.0
CN(C)C(CNC(=O)c1cc(Br)ccc1Cl)c1ccco1 (configuration not stated),-12,-9,0,-3,0.5,-1,-4,0.3
c1ccc(-c2noc(CN3CCN(c4cnccn4)CC3)n2)cc1,-11,-1,2,-9,.,1,1,0.0
CCOc1ccc(NC(=O)CN(C)C(=O)Cc2ccc3c(c2)OCCO3)cc1OCC,-64,-1,-3,-3,-0.1,0,-1,0.3
Cc1sc(NC(=O)c2cccc(N3C(=O)CCC3=O)c2)nc1-c1ccccc1,0,1,.,-5,.,4,-1,0.0
COCC(=O)N(C)C[C@@H]1Oc2ncc(C3=CCCC3)cc2C(=O)N([C@H](C)CO)C[C@@H]1C,-7,.,.,0,-0.1,3,.,0.8
Cc1cc(NC(=O)CSc2nncn2-c2ccccc2)no1,-6,.,.,4,.,.,0,-0.4
CCOc1ccccc1OCC(=O)Nc1cc(C)on1,-10,8,5,0,5.8,3,8,0.4
C[C@H](CO)N1C[C@H](C)[C@@H](CN(C)C(=O)Nc2ccc3c(c2)OCO3)Oc2ccc(NC(=O)c3ccncc3)cc2CC1=O,14,2,.,-19,.,2,-10,0.3
COC(=O)C[C@H]1C[C@H]2c3cc(NS(=O)(=O)c4cccc(OC)c4)ccc3O[C@H]2[C@@H](CO)O1,-2&2,7,3,-4&5,0.0,4&6,-2&3,0.0&0.0
N#Cc1cccc(-n2nnnc2-c2ccc3c(c2)OCO3)c1,-4,1,8,.,.,15,1,.
CC(=O)N1CCN(C(=O)c2ccc(NS(=O)(=O)c3cc(C)ccc3C)cc2)CC1,-13,.,-3,1,-1.5,.,-10,0.0
Cc1cccc(-c2nsc(SCC(=O)c3ccc(Cl)cc3)n2)c1,-12,.,-4,-48,-0.6,.,-4,0.7

(continued)
SMILES,RAD52 inh,RAD54 branch,FN deposition inh,EWS-Fli inh,E-sel inducer,esBAF inh,S100A4 MyoIIA,XiGFP reactiv
O=C(C(=Cc1ccc(F)cc1)c1ccccc1)c1ccc(O)cc1,-113,6,-1,-2,-0.1,10,-2,0.1
CCOc1ccc(C(CCc2ccccc2)NC(=O)c2ccccc2OC)cc1OCC (configuration not stated),-9,7,.,9,.,-2,-4,.
O=Cc1cn(CCOc2ccccc2F)c2ccccc12,-12,-1,1,-31,.,23,11,0.0
CC(Oc1ccccc1)C(=O)N=Nc1c(O)[nH]c2ccc([N+](=O)[O-])cc12 (configuration not stated),-15,.,3,11,0.4,2,6,0.1
O=C1c2ccccc2C(=O)N1CCc1ccccc1,-4,0,-8,-76,4.8,.,0,0.3
CCc1ccc(CN(C)CCc2ccccn2)cc1,0,2,.,5,.,0,-5,.
c1coc(CSSCc2ccco2)c1,-43,-4,0,2,0.4,-5,-17,0.0
COc1ccc(OC)c(CN2C(=O)c3ccccc3C2c2nnnn2-c2ccc3c(c2)OCCO3)c1 (configuration not stated),-13,.,15,52*,-3.6,.,-6,1.3
COc1ccc(C(=O)NCCc2cn3ccccc3n2)cc1,5,-6,3,-2,.,13,-9,0.1
CCCNC(=O)[C@H]1[C@H](CO)[C@H]2Cn3c(ccc(-c4cccc(F)c4)c3=O)[C@H]2N1C(=O)CC,-8,-9,.,1,0.0,-2,-6,0.0
O=c1cc(CN2CCOCC2)c2cc(Cl)c(O)cc2o1,-16,0,2,.,.,-8,4,0.0
OCCCNc1nc(-c2ccccc2)c2cc(Cl)ccc2n1,10,-5,-7,6,.,-4,-3,-0.1
CCOc1cccc(C(=O)Nc2ccc3[nH]ncc3c2)c1,-15,0,7,-101,0.9,-8,6,0.0
COc1cc2ccccc2cc1C(=O)NNC(=O)c1ccccc1O,-26,-12,9,.,0.2,-13,0,-0.1
COc1ccccc1CNC(=O)c1ccccc1C(=O)NC(CC(C)C)C(=O)NCc1ccccc1OC (configuration not stated),-7,-8,0,.,.,-5,4,0.1
Cc1cnc(C)c(N(C)NC(=S)Nc2ccccc2)n1,-8,.,-3,1,.,.,-3,0.1
O=C(/C=C/c1cccc(Br)c1)NCc1ccncc1,-5,2,-6,-1,-0.1,-3,2,0.2
COC(CNC(=O)c1ccc(CS(=O)(=O)c2ccc(Br)cc2)o1)OC,-7,0,8,5,0.1,0,-8,0.3
Cc1ccc(C(=O)N/C(=C/c2ccco2)C(=O)NCCc2c[nH]c3ccccc23)cc1,-37,.,-3,-9,0.4,.,8,0.2
COc1ccc(CCNC(=O)c2cnc(C)cn2)cc1,-6,3,.,3,0.0,-3,-9,0.2
CCN1CCN(Cc2ccc(NC(=O)c3cc(NC(=O)c4nccnc4N)cc(OC)c3)cc2C(F)(F)F)CC1,39,11,-5,1,.,-3,2,0.7
CCOC(=O)N1CCN(C(=O)CCc2ccc(S(=O)(=O)NCCc3ccccc3)cc2)CC1,-12,0,.,-3,.,-10,3,.
C=CCN(c1ccccc1)S(=O)(=O)c1ccc(Cl)c(C(=O)OCC(=O)NCCCN2CCCC2=O)c1,-12,-2,4,1,7.6,-8,-3,0.1
COc1cccc(N2CCN(C(=O)c3cc4cc(Cl)ccc4[nH]3)CC2)c1,-44,4,-2,-11,0.7,1,-7,0.0
CCCC(=O)Nc1cccc(NC(=S)NC(=O)C(C)Oc2ccc(Cl)cc2Cl)c1 (configuration not stated),-16,-4,1,-3,-0.2,.,-1,0.2

Exported as labelled records: 4 of the compounds above
> Cc1cc(NC(=O)CSc2nncn2-c2ccccc2)no1
  RAD52 inh: -6
  RAD54 branch: .
  FN deposition inh: .
  EWS-Fli inh: 4
  E-sel inducer: .
  esBAF inh: .
  S100A4 MyoIIA: 0
  XiGFP reactiv: -0.4
> CC(Oc1ccccc1)C(=O)N=Nc1c(O)[nH]c2ccc([N+](=O)[O-])cc12 (configuration not stated)
  RAD52 inh: -15
  RAD54 branch: .
  FN deposition inh: 3
  EWS-Fli inh: 11
  E-sel inducer: 0.4
  esBAF inh: 2
  S100A4 MyoIIA: 6
  XiGFP reactiv: 0.1
> N#Cc1cccc(-n2nnnc2-c2ccc3c(c2)OCO3)c1
  RAD52 inh: -4
  RAD54 branch: 1
  FN deposition inh: 8
  EWS-Fli inh: .
  E-sel inducer: .
  esBAF inh: 15
  S100A4 MyoIIA: 1
  XiGFP reactiv: .
> CCOc1ccc(C(CCc2ccccc2)NC(=O)c2ccccc2OC)cc1OCC (configuration not stated)
  RAD52 inh: -9
  RAD54 branch: 7
  FN deposition inh: .
  EWS-Fli inh: 9
  E-sel inducer: .
  esBAF inh: -2
  S100A4 MyoIIA: -4
  XiGFP reactiv: .

Carrying on:
SMILES,RAD52 inh,RAD54 branch,FN deposition inh,EWS-Fli inh,E-sel inducer,esBAF inh,S100A4 MyoIIA,XiGFP reactiv
COc1ccc(CCNC(=O)CSc2n[nH]c(C)c2[N+](=O)[O-])cc1OC,0,.,1,-10,1.7,-4,1,0.0
Cc1cccc(NC(=S)NCCN(C2CCCCC2)C2CCCC2)c1,5,-4,4,9,1.2,-7,1,1.6
CO[C@H]1CN(C)C(=O)c2cc(NC(=O)Nc3ccccc3)ccc2OC[C@H](C)N(C(=O)CC2CC2)C[C@H]1C,-9,3,-10,-2,0.2,7,-9,0.1
CSc1nnc(CSc2cc(C)nc(N(C)C)n2)o1,-14,-3,4,-7,-1.3,-2,-3,0.3
CCCn1c(N)c(C(=O)CSc2n[nH]c(-c3ccccc3F)n2)c(=O)n(C)c1=O,-1,1,4,-1,-0.4,9,7,-0.1
NC(=O)c1ccc(NC(=O)CN2CCN(C(=O)c3ccco3)CC2)cc1,-13,6,-3,.,.,-6,3,-0.1
COc1ccc(CCNC(=O)C2(C)CCC(=O)N2CCC(C)C)cc1OC (configuration not stated),-16,-8,-6,0,0.5,-1,-2,0.1
CCCNC(=O)N1CC2(C1)[C@@H](c1ccccc1)[C@H](CO)N2Cc1ccc(F)cc1,-22,.,.,6,-0.1,.,5,0.2
NS(=O)(=O)c1ccc(NC(=O)COc2ncnc3sccc23)cc1,-24,-3,8,-9,4.1,2,-1,1.2
CC(C(=O)Nc1ccccc1-c1ccccc1)N1CCOCC1 (configuration not stated),-4,-4,.,5,.,-7,2,.
C[C@@H]1CN([C@H](C)CO)C(=O)c2cc(NS(=O)(=O)c3ccc(F)cc3)ccc2O[C@H]1CN(C)S(=O)(=O)c1cccs1,-8,-4,-2,-1,-2.5,5,-7,-0.1
Cc1cc(C)cc(N(C(=O)c2csnn2)C(C(=O)NC2CCCCC2)c2cccnc2)c1 (configuration not stated),-19,3,-9,-6,.,0,-5,0.0
CCOc1ccc(C(=O)N2CCN(c3cccc(Cl)c3)CC2)cc1,10,.,.,-5,.,.,-3,0.2
CCOc1ccc(N2CC(C(=O)Nc3cccnc3)CC2=O)cc1 (configuration not stated),-16,2,1,-16,-0.8,.,1,0.3
COc1cc(/C=N/NC(=S)N/N=C/c2cc(OC)c(OC)c(OC)c2)cc(OC)c1OC,-8,.,10,-15,0.0,32,-3,0.2
O=C(NC1CCC1)[C@H]1[C@H](CO)[C@H]2Cn3c(ccc(C4=CCCC4)c3=O)[C@H]2N1C(=O)C1CCCC1,-35,-2,-6,-1,0.0,-1,6,0.1
O=C(N[C@H]1C=C[C@H](CC(=O)N2CCCCC2)O[C@H]1CO)c1ccccn1,8,-8,.,-13,0.5,-1,-3,-0.2
CO[C@H]1CC[C@@H]2CCOc3c(C#N)cccc3C(=O)N(C)C[C@@H](C)C(=O)N(C)C[C@H]1O2,4,-17,2,-9,-0.1,5,-1,0.0
